# High-throughput results deposited in PubChem BioAssay by National Center for Advancing Translational Sciences (NCATS).
# NTMT1 inhibitor = NTMT1 methyltransferase inhibition; Potency, µM (titrated, usually from 114 µM), inactives show top-dose activity change, negative = inhibition, hits mostly inhibitors; Q9BV86; hit rate 2.5% among 59,000; NTMT1 MTase-Glo SAH luminescence, purified enzyme;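 note: potency is the fitted concentration of half-maximal effect; plate controls were DMSO vehicle for no effect and no enzyme for full effect; nearly all actives have a fitted effect of over 65% in size; many of its hits are not listed in these tables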
# Target sequence (Q9BV86 whole entry, looked up): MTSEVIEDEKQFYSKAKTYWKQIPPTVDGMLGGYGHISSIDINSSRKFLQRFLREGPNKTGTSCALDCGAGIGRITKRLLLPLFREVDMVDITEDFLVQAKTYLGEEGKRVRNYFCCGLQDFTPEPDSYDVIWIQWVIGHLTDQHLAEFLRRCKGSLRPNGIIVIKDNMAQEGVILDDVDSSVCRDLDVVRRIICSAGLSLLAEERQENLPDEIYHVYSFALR
# B2AR arrestin ag = beta-arrestin recruitment by human beta2-adrenergic receptor ligands | P07550 | HTLA Tango cells, beta-arrestin recruitment, luciferase luminescence, 18 h | Potency, µM (top dose mostly 46.1 µM), without a hit: top-dose activation, actives largely listed as activators | 44,000 tested, under 10 active;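 note: potency is the fitted concentration of half-maximal effect; 0% = DMSO and full agonism = EC100 isoproterenol or metaproterenol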
#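 Tango cell line, 1% FBS DMEM; cpd titration up to 46 microM; 18 hr, 37 degrees C, 5% CO2. Luciferin/ATP substrate mix added, 15 min RT, luminescence. %Activity, CRC fitting, curve-class categorization.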
# TSG101-PTAP inh = TSG101-PTAP interaction inhibition, HIV-1 budding. Fluorescence polarization, FITC-PTAP peptide/Tsg101, 20 min. Potency, µM (doses to about 115 µM), for inactives: at the top dose activity change, negative = inhibition, hits mostly inhibitors. 44,000 tested, under 10 active. AID 1347069; note: potency is the fitted concentration of half-maximal effect; 0% is about no effect
# Target sequence (Q99816 whole entry, looked up): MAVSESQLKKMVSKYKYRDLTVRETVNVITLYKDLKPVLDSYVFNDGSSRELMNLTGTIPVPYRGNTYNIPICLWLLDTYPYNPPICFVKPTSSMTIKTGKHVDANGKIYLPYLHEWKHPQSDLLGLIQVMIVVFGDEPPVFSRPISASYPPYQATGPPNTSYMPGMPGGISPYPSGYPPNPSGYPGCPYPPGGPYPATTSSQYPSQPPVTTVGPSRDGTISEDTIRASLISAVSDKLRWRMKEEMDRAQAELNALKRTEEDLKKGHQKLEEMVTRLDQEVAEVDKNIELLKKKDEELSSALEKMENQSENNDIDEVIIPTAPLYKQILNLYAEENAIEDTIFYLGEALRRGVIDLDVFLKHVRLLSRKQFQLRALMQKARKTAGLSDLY
#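 Read-out is FITC fluorescence polarization. Compounds were added to Tsg101 binding domain (10 uM final), then FITC-PTAP peptide (50 nM final), 20 min at r.t. Total S+P intensity flags fluorescent compounds.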
# FH mod = Identification of activators of human fumarate hydratase by quantitative high-throughput screening. Fumarate hydratase, mitochondrial (Homo sapiens), P07954. FH coupled MDH/diaphorase resazurin fluorescence, 15 min. Potency, µM (highest dose often 79.9 µM), without a hit: at the highest dose activity change, negative = inhibition, hits mostly inhibitors. hit rate 0.22% among 54,000; note: potency is the fitted concentration of half-maximal effect; % is set by controls: 0 for no effect and ±100 for the full control effect; the screen sought activators but most active calls are inhibition curves; nearly all actives have a fitted effect of over 45% in size
# GALK inh = inhibits human galactokinase | AID 1347072 | Potency, µM (top dose mostly 57.5 µM), for the others: top-dose activity, negative = inhibition, actives largely listed as inhibitors | 44,000 tested, under 10 active | recombinant GALK, Kinase-Glo ATP luminescence, 1 h | P51570;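 note: plate controls were full GALK reaction for no effect and reaction lacking GALK for full effect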
# Target sequence (P51570 whole entry, looked up): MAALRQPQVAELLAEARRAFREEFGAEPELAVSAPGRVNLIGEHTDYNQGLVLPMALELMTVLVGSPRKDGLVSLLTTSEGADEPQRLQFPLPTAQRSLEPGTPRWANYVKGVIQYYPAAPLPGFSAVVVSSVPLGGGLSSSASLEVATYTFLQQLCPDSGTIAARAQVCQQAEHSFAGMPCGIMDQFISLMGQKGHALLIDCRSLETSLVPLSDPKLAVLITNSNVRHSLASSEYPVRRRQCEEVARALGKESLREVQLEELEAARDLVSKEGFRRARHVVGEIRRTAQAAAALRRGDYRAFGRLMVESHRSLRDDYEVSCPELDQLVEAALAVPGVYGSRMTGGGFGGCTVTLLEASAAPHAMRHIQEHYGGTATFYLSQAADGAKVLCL
#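 Luminescent ATP-depletion readout (Kinase-Glo Plus, 10 min) after 1 h RT reaction of 5 nM GALK, 35 uM ATP, 100 uM galactose, pH 8.0 HEPES buffer. Decreased kinase activity scored as inhibition.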
# p53null 39C tox = kills p53 null cells at the nonpermissive temperature | H1299 p53-null (neo) cells, 39C, ATPlite viability, 24 h | Potency, µM (top dose mostly 46.1 µM), without a hit: top-dose activity, negative = cell killing, most hits filed as cytotoxic | hit rate 0.97% among 55,000 | AID 904;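 note: potency is the fitted concentration of half-maximal effect; 0% = DMSO only and -100% = full killing by 100 µM tamoxifen; nearly all actives have a fitted effect of over 50% in size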
#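 Luminescent ATP signal reported cell survival after H1299 lines (neo, p53 null; or p53 A138V) received up to 46 uM compound and 24 hr incubation at 39C.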
# p53null 32C tox = selectivity test: cytotoxicity in p53 null cells, permissive temperature; H1299-neo p53 null cells, ATP luminescence, 24 h, 32C; Potency, µM (highest dose often 46.1 µM), for inactives: at the top dose activity change, negative = cytotoxicity, hits mostly cytotoxic; hit rate 0.62% among 55,000;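 note: potency is the fitted concentration of half-maximal effect; 0% = DMSO only and -100% = full killing by 100 µM tamoxifen; nearly all actives have a fitted effect of over 55% in size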
#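 H1299-neo (p53 null) cells, 600/well, treated 24 h at 32C with compound up to 46 uM; ATPlite luminescence viability, normalized to DMSO and 100 uM tamoxifen; AC50 by Hill fit.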
# * = called active by the depositor; ? = inconclusive; . = no result given; [ ] = remark or other dose. Calls come from the whole dose curve; as a rule, active = well fitted curve in the direction sought with a large enough effect; inconclusive = small, poorly fitted or top-dose-only effect, or another doubt; inactive = no such curve, though single readings can be large; an effect the other way counts as inactive or inconclusive. These rows are one share of the data (hit frequency here may not be typical).
SMILES,NTMT1 inhibitor,B2AR arrestin ag,TSG101-PTAP inh,FH mod,GALK inh,p53null 39C tox,p53null 32C tox
CCOc1ccc(-c2cc3nc(C4CCN(C(=O)OC(C)(C)C)CC4)c(C(=O)Nc4cc(OC)ccc4OC)cn3n2)cc1,14%,0%,-3%,-18%,-3%,15%,7%
Cc1ccc(C(=O)N2CCc3cc(CNC(=O)c4ccccc4F)ccc32)cc1,12%,1%,3%,-3%,1%,6%,-20%
COc1ccc(S(=O)(=O)c2c(O)c(C)cc(NC(=O)c3ccccc3)c2C(C)C)cc1,19%,0%,0%,-10%,8%,-24%,8%
O=C1CC(c2nnc(Cc3ccc(F)cc3Cl)o2)CN1c1ccccc1 (configuration not stated),-4%,-1%,-4%,1%,1%,-18%,-4%
Cc1ccn2c(c1)nc(=O)c1cc(S(=O)(=O)N3CCC(C)CC3)c(Cl)cc12,17%,0%,-5%,-8%,-2%,20%,11%
COc1ccc(CNC(=O)c2c(Nc3ccc(OC)cc3OC)sc(C(=O)c3ccc(Cl)cc3)c2N)cc1,6%,-3%,-2%,-4%,-1%,3%,20%
Cc1cccc(NC(=O)C(c2ccccc2)N2Cc3ccccc3C2=O)c1C (configuration not stated),-3%,0%,-4%,-7%,3%,-17%,-6%
CCNC(=O)c1cc2n(n1)CCCN(Cc1ccc(C)cc1)C2=O,11%,1%,1%,0%,-1%,-1%,2%
Cc1ccc(CCNC(=O)c2ccc(NC(=O)N3CC(C)Sc4ccccc43)cc2)cc1 (configuration not stated),9%,-3%,-2%,6%,?,-4%,0%
Cc1nc(-c2ccc(Cl)cc2)sc1CCNC(=O)Cc1ccc(F)cc1,-1%,-1%,-3%,-5%,1%,11%,?
Cc1ccn2c(c1)nc(=O)c1cc(S(=O)(=O)N3CCCCC3)c(Cl)cc12,?,-1%,0%,-5%,8%,2%,11%
O=C(OCc1cc(=O)n2nc(C3CC3)sc2n1)c1ccccc1Cl,-3%,1%,0%,-1%,4%,-12%,-2%
Cc1cccc(N(C)C(=O)Cc2c(C(=O)O)[nH]c3ccccc23)c1,9%,2%,0%,9%,-2%,4%,1%
Cc1ccc(CC(=O)Nc2c(C(=O)N3CCN(c4ccccc4F)CC3)oc3ccccc23)cc1,10%,0%,0%,-21%,-10%,17%,-9%
Cc1ccc(Cn2ccnc2SCC(=O)NC2CCCC2)cc1,5%,0%,-2%,1%,-11%,9%,3%
Cc1nc(S(=O)(=O)N2CCN(c3ccc(Cl)cc3)CC2)cn1C,-1%,0%,1%,2%,2%,-6%,-2%
CCc1ccc2occ(CC(=O)Nc3nnc(C)s3)c2c1,31%[activator],0%,-2%,?,4%,-7%,-5%
O=C1c2[nH]nc(-c3ccccc3O)c2C(c2ccccc2F)N1Cc1ccncc1 (configuration not stated),0%,0%,2%,5%,1%,-15%,6%
CC(CNc1nc2ccccc2c2nc(-c3ccccc3)nn12)c1ccccc1 (configuration not stated),12%,0%,-7%,-24%,-1%,4%,2%
Cc1cccc(-n2ccnc2SCC(=O)Nc2ccc3c(c2)OCO3)c1,-12%,0%,-3%,-4%,1%,12%,-5%

# Structures from the list above containing an NH in an aromatic ring, in the order listed:
SMILES,NTMT1 inhibitor,B2AR arrestin ag,TSG101-PTAP inh,FH mod,GALK inh,p53null 39C tox,p53null 32C tox
Cc1cccc(N(C)C(=O)Cc2c(C(=O)O)[nH]c3ccccc23)c1,9%,2%,0%,9%,-2%,4%,1%
O=C1c2[nH]nc(-c3ccccc3O)c2C(c2ccccc2F)N1Cc1ccncc1 (configuration not stated),0%,0%,2%,5%,1%,-15%,6%

# Continuation.
SMILES,NTMT1 inhibitor,B2AR arrestin ag,TSG101-PTAP inh,FH mod,GALK inh,p53null 39C tox,p53null 32C tox
CC(=O)Cn1nnc2sc(-c3ccccc3)cc2c1=O,-3%,-2%,-3%,-1%,0%,-27%,-19%
CC1CCc2c(sc(NC(=O)C3c4ccccc4Oc4ccccc43)c2C#N)C1 (configuration not stated),10%,-1%,-8%,-16%,2%,14%,16%
CC(C)c1ccc(Nc2nc3ccc(C(=O)c4ccccc4)cc3n3cnnc23)cc1,19%,0%,0%,-4%,1%,-5%,1%
CC(C)Oc1ccc(CNC(=O)c2ccc(NC(=O)N3CC(C)Sc4ccccc43)cc2)cc1 (configuration not stated),4%,-3%,-3%,-22%,-2%,19%,2%
CC(C)OCCCNc1ncnc2sc3c(c12)CCCC3,50µM*,-2%,-5%,-5%,7%,-8%,-3%
CCn1cc2nc(SCC(=O)Nc3ccc(OC)c(OC)c3)n(Cc3ccc(Cl)cc3)c(=O)c2n1,-1%,-1%,-3%,-22%,-3%,-1%,13%
Cc1cccc(Cn2c(SCc3ccc(C(=O)NC4CCCCC4)cc3)nc3ccncc32)c1,4%,1%,-2%,-15%,1%,5%,-7%
CCCc1ccc(OC(=O)CSc2nnc(-c3cccs3)o2)cc1,3%,-3%,1%,2%,-11%,0%,6%
CCc1ccccc1NC(=O)Cn1c(=O)n(CC(=O)NCCc2ccccc2)c(=O)c2ccccc21,-3%,-2%,0%,-4%,2%,-7%,1%
COC(=O)c1ccc2c(=O)n(CCCCCC(=O)N3CCN(c4cc(Cl)ccc4C)CC3)c(=O)[nH]c2c1,5%,-3%,0%,-20%,3%,-6%,20µM*
O=C(NCCc1csc(-c2cccc(F)c2)n1)c1ccc(Br)o1,-29%,0%,2%,-11%,-2%,-12%,0%
Cc1ccc(NC(=O)CCn2cccn2)c(C)c1,-4%,0%,1%,10%,0%,-7%,-1%
Cc1ccc(Cl)cc1N1CCN(C(=O)C2CCN(S(=O)(=O)Cc3ccccc3)CC2)CC1,.,-2%,1%,.,4%,22%,10%
Cn1c(=O)c2sccc2n2c(CCCC(=O)Nc3ccc(Oc4ccc(Cl)cc4)cc3)nnc12,8%,0%,-7%,?,-7%,?,-28%
CCOC(=O)c1cc(-c2ccccc2)n(CC(=O)NCc2ccccc2OC)c1C,-1%,-1%,2%,0%,2%,-7%,0%
CC1CCN(C(=O)CSc2nc3ccccc3nc2Cc2ccccc2)CC1,-27%,1%,0%,?,1%,23%,69%[activator]
COc1ccc2c(Sc3ccccc3)c(C(=O)NCCc3ccc(Cl)cc3)[nH]c2c1,4%,5%,8%,-18%,5%,?,?
CC(C)Oc1ccc(CNC(=O)c2ccc3c(c2)N(Cc2ccc(F)cc2)CCS3)cc1,-2%,14%,-1%,-16%,0%,-1%,-2%
CCn1cc(C(=O)NCCCOC(C)C)c(=O)c2cc(S(=O)(=O)N3CCc4ccccc4C3)ccc21,16%,0%,2%,-18%,7%,-25%,5%
CC(C)(C)c1ccc(OCc2nnc(-c3ccccc3)o2)cc1,.,-1%,-3%,.,0%,5%,-21%

# Record cards, as listed above:
# Results for CCc1ccccc1NC(=O)Cn1c(=O)n(CC(=O)NCCc2ccccc2)c(=O)c2ccccc21 = NTMT1 inhibitor = -3%; B2AR arrestin ag = -2%; TSG101-PTAP inh = 0%; FH mod = -4%; GALK inh = 2%; p53null 39C tox = -7%; p53null 32C tox = 1%
# Results for CC(C)c1ccc(Nc2nc3ccc(C(=O)c4ccccc4)cc3n3cnnc23)cc1 = NTMT1 inhibitor = 19%; B2AR arrestin ag = 0%; TSG101-PTAP inh = 0%; FH mod = -4%; GALK inh = 1%; p53null 39C tox = -5%; p53null 32C tox = 1%

# New compounds follow:
SMILES,NTMT1 inhibitor,B2AR arrestin ag,TSG101-PTAP inh,FH mod,GALK inh,p53null 39C tox,p53null 32C tox
COc1ccc(OC)c(CNC(=O)Cn2nc(C)c3nn(-c4ccc(Cl)cc4)c(C)c3c2=O)c1,-3%,0%,2%,-7%,-3%,-13%,12%
Cc1ccc(NC(=O)N2CCC(CN3CCCCC3)CC2)c(Cl)c1,-1%,0%,4%,1%,0%,-7%,-8%
COc1cccc(CNC(=O)CSc2nc3ccccc3nc2Cc2ccc(C)cc2)c1OC,-3%,1%,1%,5%,0%,16%,10%
O=C(Cn1cnc2c(oc3ccccc32)c1=O)Nc1ccc(F)cc1F,17%,1%,8%,12%,0%,-16%,-1%
Cc1ccc(Cc2c(C)nn(-c3nc(C)c(C(=O)N4CCCCC4C)s3)c2C)cc1 (configuration not stated),-3%,-5%,-6%,-8%,0%,-15%,-2%
CCc1ccccc1NC(=O)CSc1nnc(-c2ccc(OC)cc2)s1,-11%,-1%,1%,-2%,-1%,-2%,-5%
Cc1ccc(-n2ncc3c(NCc4ccccc4)ncnc32)cc1C,-2%,-1%,0%,-6%,-2%,-11%,5%
Cc1ccc2nc(NC(=O)COc3ccc(F)cc3)sc2c1,-6%,0%,-1%,3%,0%,2%,-28%
COc1cccc(Cn2cc(C(=O)c3ccc(Cl)cc3)c(=O)c3ccccc32)c1,-3%,0%,-2%,?,0%,-8%,-3%
CCOc1ccc(N(Cc2ccccc2)C(=O)c2nc(SC)ncc2Cl)cc1,8%,1%,-3%,-25%,0%,47%[activator],8%
Fc1ccccc1N1CCN(Cc2nnc(-c3ccc4c(c3)OCO4)o2)CC1,4%,0%,-2%,-3%,4%,1%,-8%
CC(=O)N1CCc2c(sc3c2c(=O)n(CCc2ccccc2)c(=O)n3Cc2cccc(C)c2)C1,0%,1%,-10%,-28%,7%,48%[activator],25%
CCc1cccc(CC)c1NS(=O)(=O)c1ccc2c(c1)CCN2C(=O)C1CC1,6%,1%,1%,-4%,9%,-23%,-1%
Cc1cc(S(=O)(=O)Nc2cccc(-c3ccc(N4CCOCC4)nn3)c2)c(C)cc1Cl,.,0%,-9%,.,-2%,62%[activator],24%
COC(=O)c1cc2c(cc1NC(=O)c1cnn(-c3ccccc3)c1-n1cccc1)OCO2,?,-4%,-2%,0%,0%,-1%,5%
N#Cc1cccc(NC(=O)c2ccc3c(c2)N(Cc2cccc(Cl)c2)C(=O)c2ccccc2S3(=O)=O)c1,-5%,0%,0%,-15%,-1%,6%,3%
O=C(C1CCC(CNS(=O)(=O)c2cccs2)CC1)N1CCN(c2ccc(Cl)cc2)CC1 (configuration not stated),10%,?,1%,-25%,1%,-1%,27%

# Only GALK inh and p53null 32C tox (two entries from above):
smiles	GALK inh	p53null 32C tox
Cc1cccc(Cn2c(SCc3ccc(C(=O)NC4CCCCC4)cc3)nc3ccncc32)c1	1%	-7%
Cc1ccc(C(=O)N2CCc3cc(CNC(=O)c4ccccc4F)ccc32)cc1	1%	-20%
